Screens as filed in PubChem.
GPR7 antagonist: human neuropeptides B/W receptor 1 antagonism | GPR7-expressing cells, fluorescence antagonist assay | 1.1% of 290,000 active | AID 1861 | inhibition, % at 4.4 µM | P48145; in the data active = inhibition above about 16%, passing the limit was not always enough;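 also: cells stimulated with the agonist NPW; 0% = agonist with vehicle and 100% = vehicle without agonist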
Target sequence (P48145 whole entry, looked up): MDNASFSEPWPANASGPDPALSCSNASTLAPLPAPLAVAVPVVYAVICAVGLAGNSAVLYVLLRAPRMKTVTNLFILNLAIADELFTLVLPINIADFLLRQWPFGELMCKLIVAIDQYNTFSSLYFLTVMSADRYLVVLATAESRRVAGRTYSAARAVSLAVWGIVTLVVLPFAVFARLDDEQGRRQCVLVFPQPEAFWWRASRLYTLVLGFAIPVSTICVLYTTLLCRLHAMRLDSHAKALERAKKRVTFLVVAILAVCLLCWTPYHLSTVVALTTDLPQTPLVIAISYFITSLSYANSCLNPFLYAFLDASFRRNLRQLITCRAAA
MEKK2mut PB1 HTS: signal of MEK5 binding to mutant human MEKK2 PB1 domain; bead flow cytometry, Alexa488-MEK5 binding to MEKK2 mutant; percent response, % at 10 µM; 0.35% of 290,000 active; AID 1530; in the data active = percent response above about 24%, passing the limit was not always enough; also: inactives centre near 1; some results filed as inactive read as strong as hits
V1R ag counter: activates human V1a receptor in oxytocin agonist counter-screen. 0.25% of 320,000 active. CHO-V1R cells, Fluo-8 calcium fluorescence, agonist mode; 0% DMSO, 100% 3 nM vasopressin. P37288. activation, % at 3 µM;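 active = activation above the mean activation of all tested compounds plus 3 SD, per screening run, cut at about 20% in these data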;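 also: signal is peak over basal fluorescence ratio across a 100 second FLIPR read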
OXTR potentiator: potentiates the human oxytocin receptor response. 0.061% of 320,000 active. P30559. CHO-OTR cells, Fluo-8 calcium fluorescence, potentiator mode; 0% = oxytocin EC15, 100% = EC100. activation, % at 3 µM;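 active = activation above that plate's cutoff, the mean activation of tested compounds plus 3 SD, cut at about 6.6% in these data, passing the limit was not always enough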;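 also: 100% uses oxytocin at 75 nM as the full agonist control; some results filed as inactive read as strong as hits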
Target sequence (P30559 whole entry, looked up): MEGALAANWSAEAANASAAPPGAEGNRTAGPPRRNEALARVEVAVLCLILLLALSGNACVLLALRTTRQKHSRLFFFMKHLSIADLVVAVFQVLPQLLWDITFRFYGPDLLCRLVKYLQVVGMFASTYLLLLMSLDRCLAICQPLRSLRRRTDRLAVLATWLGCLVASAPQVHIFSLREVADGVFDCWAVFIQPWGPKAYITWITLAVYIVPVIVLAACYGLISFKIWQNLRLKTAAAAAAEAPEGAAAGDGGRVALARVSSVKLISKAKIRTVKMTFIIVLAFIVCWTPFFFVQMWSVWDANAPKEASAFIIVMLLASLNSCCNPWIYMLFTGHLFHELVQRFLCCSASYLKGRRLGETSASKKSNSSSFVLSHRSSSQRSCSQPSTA
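Dosing: Single dose, 3.0 µM nominal final compound concentration | Material: Human OTR in CHO cells | Technique: Kinetic Fluo-8 calcium fluorescence | Benchmarks: EC15 oxytocin alone as 0%, 75 nM oxytocin as 100% | Probe or stimulus: Oxytocin at about EC15, sub-maximal agonist stimulus | Incubation: Compound 6 min at room temperature before oxytocin, 100 s read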
GalR3 antag: antagonists of human GalR3; AID 651719; 0.44% of 360,000 active; HEK293 GalR3-CNG cAMP membrane potential fluorescence; galR3 body fused to GalR1 C-terminus; inhibition, % at 3 µM;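 active = inhibition above the screen-wide average plus 3 SD, cut at about 13% in these data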;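 also: forskolin and galanin both at EC90 stimulate the cells; cAMP rise reported by CNG channel membrane potential dye signal; 0% = forskolin plus galanin with DMSO and 100% = forskolin alone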
Target sequence (O60755 1-299 limits assumed): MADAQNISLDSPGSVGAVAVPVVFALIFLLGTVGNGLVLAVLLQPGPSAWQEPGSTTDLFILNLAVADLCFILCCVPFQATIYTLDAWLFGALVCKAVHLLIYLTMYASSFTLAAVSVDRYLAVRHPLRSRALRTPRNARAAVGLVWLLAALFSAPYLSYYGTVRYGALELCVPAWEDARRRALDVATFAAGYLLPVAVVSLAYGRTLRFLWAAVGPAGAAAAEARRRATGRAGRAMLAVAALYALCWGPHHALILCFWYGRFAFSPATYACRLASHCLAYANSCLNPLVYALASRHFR
OXTR ag: agonists of human oxytocin receptor; 0.32% of 320,000 active; P30559; CHO-OTR cells, Fluo-8 calcium fluorescence; normalized: DMSO 0%, oxytocin 100%; activation, % at 3 µM;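 active = activation above the mean of all tested compounds plus 3 SD, cutoff set per screening run, cut at about 20% in these data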;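 also: peak over basal fluorescence ratio from a 100 s FLIPR kinetic read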
NALP1 inh: blocks the NALP1 inflammasome reconstituted in yeast; inhibition, % at 10 µM; 0.61% of 280,000 active; AID 2071; S. cerevisiae NALP1/ASC/caspase-1 growth, X-gal OD620, 72 h; in the data active = inhibition mostly above about 24%, no sharp cut-off; inactive = mostly below about 32%; also: some compounds called inactive have numbers as strong as hits
M18AAP inhibitor: PfM18AAP enzyme inhibition; recombinant PfM18AAP, H-Glu-NHMec fluorogenic cleavage; inhibition, % at 7.35 µM; 1.2% of 290,000 active;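 active = inhibition above the campaign mean inhibition over all tested compounds plus 3 SD, cut at about 28% in these data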;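 also: 0% = plate median of test compound wells and 100% = 2 mM ZnCl2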
MEKK2 WT-MEK5: raises or lowers MEK5 binding to wildtype human MEKK2 PB1 domain. bead flow cytometry, Alexa488-MEK5 binding to MEKK2 WT; actives lie on both sides. binding response (% of control), % at 10 µM. 1.1% of 290,000 active; in the data active = binding response below about 67% or above about 130%
* = called active by the depositor; / = no result given; [ ] = dose if it differs, or a comment.

canonical_smiles	GPR7 antagonist	MEKK2mut PB1 HTS	V1R ag counter	OXTR potentiator	GalR3 antag	OXTR ag	NALP1 inh	M18AAP inhibitor	MEKK2 WT-MEK5
O=[N+]([O-])c1ccc(-c2nc(-c3cccs3)c(-c3cccs3)[nH]2)cc1	0	-2	11	-16	-6	6.1	8	9	100
COc1cccc(CNC(=O)CCC2CCCN(Cc3cc(Cl)ccc3O)C2)c1 (configuration not stated)	-1	-7	0.5	-1	-10	-1.4	-1	-3	98
CC(CCc1ccccc1)NC(=O)c1ccncc1 (configuration not stated)	-6	-4	0.3	-7	-3	-0.7	12	-2	95
O=C(O)/C=C/c1ccc2c(c1)OCCO2	5	0	1.2	-7	-5	0.1	/	-3	100
CCOC(=O)C1(CCc2ccccc2)CCN(C(=O)C2CCOCC2)CC1	-16	-3	-0.4	-11	2	-1.0	-11	1	99
CC(=O)NC(CC(=O)O)c1ccc([N+](=O)[O-])cc1 (configuration not stated)	-12	9	1.5	2	-9	2.1	4	-8	100
CCOc1ccc(/C=N/NC(=O)c2ccc(F)cc2)cc1CN1CC2CC(C1)c1cccc(=O)n1C2 (configuration not stated)	/	/	-1.1	-2	1	-2.3	/	/	/
COc1cc2c(cc1OC)C(C)N(S(=O)(=O)c1ccc(C)cc1)CC2 (configuration not stated)	34	0	-0.1	-16	-8	-1.7	10	-8	102
Cc1ccc2nsnc2c1NC(=O)c1sc2ccccc2c1Cl	-6	0	-0.4	-2	0	-1.3	18	-3	103
CCc1ccc(C(=O)COC(=O)c2cccs2)cc1	8	/	0.1	-1	-7	-2.6	16	8	/
CC(C)Oc1ccccc1/C=N/NC(=O)c1ccccc1Cl	-8	2	-1.0	-15	-7	-2.0	/	1	105
CCOc1ccc(NC(=O)CCC(=O)Oc2ccc(C)cc2)cc1	-2	-3	0.8	-6	-10	-0.9	23	-6	98
CCOC(=O)N1CCN(c2c(N3CCN(c4ccc(OC)cc4)CC3)c(=O)c2=O)CC1	-8	11	-0.5	-5	3	-0.9	7	-3	112
COc1ccc(Cn2c(O)c(C=Nc3ccccc3C(=O)O)c3ccccc3c2=O)cc1	-1	-24	0.6	-4	-8	-0.1	11	-6	82
CCNS(=O)(=O)c1ccc(NC(=O)Cc2ccc(F)cc2)cc1	14	9	1.8	-7	-2	2.3	2	0	111
NS(=O)(=O)c1ccc(CNC(=O)c2cccc(Oc3ccccc3)c2)cc1	-5	10	7.4	-15	-10	2.0	-10	4	109
CCn1c(SCC(=O)O)nc2ccccc21	0	-1	0.1	-12	1	-0.4	-3	-11	100
O=C(Nc1nnc(S(=O)(=O)N2CCCC2)s1)c1ccccc1Cl	-1	-2	1.7	-2	-2	2.4	12	15	100
COc1ccc(Cl)cc1NC(=S)N1CCCCCC1	-9	-13	-1.1	-6	-1	-0.1	14	-8	89
CSc1ccccc1C(=O)Nc1ccc2c(c1)OCCO2	-7	4	0.5	-3	-1	0.4	22	-9	105
OC(CN1CCCCC1)Cn1c2ccccc2c2cc(Br)ccc21 (configuration not stated)	35	35*	20	-18	-13	12	5	10	161*
COc1cc2c(cc1OC)CN(C(=O)c1ccc(S(=O)(=O)N3CCCCCC3)cc1)CC2	1	-1	-1.4	-5	1	-3.1	32	3	98
Oc1ccccc1C(=S)N1CCN(C(=S)c2ccccc2O)CC1	-5	7	5.5	-10	0	3.3	-2	29*	108
COc1ccc(Cl)cc1NC(=S)NC(=O)c1ccco1	/	/	1.3	0	-3	1.2	/	/	/
COc1cc2c(cc1OC)C1(CCCC1)CNC2C (configuration not stated)	-8	-2	0.5	-4	-7	0.7	-17	-15	101
O=C(/C=C/Nc1ccc(F)c(F)c1)c1ccc(Br)cc1	-11	1	0.6	-4	-2	-1.8	14	-2	105
Fc1cccc(Cl)c1CSc1ccc(-c2cccnc2)nn1	-2	-2	0.2	-3	-4	-0.7	38	-7	110
CC1(NC(=O)CCc2ccccc2)CCN(CCCc2ccccc2)C1=O (configuration not stated)	/	/	-1.6	0	-6	-0.8	/	/	/
CC[C@@]12C(=O)N(c3cccc(Cl)c3)C(=O)N1[C@H](c1cccc(C)c1)[C@@H]1C(=O)N(Cc3ccccc3)C(=O)[C@@H]12	/	/	1.2	-6	-3	1.3	/	/	/
Cc1nn(-c2ccccc2)nc1CNC(=O)c1ncoc1-c1ccccc1	0	-8	5.2	-14	-2	0.3	-3	2	97
CS(=O)(=O)c1ccc(C(=O)NCC(c2ccco2)N2CCCCC2)cc1 (configuration not stated)	-12	-2	-0.2	-13	4	0.0	11	-1	97
CCOC(=O)C1=C(CS(=O)(=O)c2ccccc2)NC(=O)NC1c1ccccc1 (configuration not stated)	-4	0	-1.2	-20	-5	-1.0	-43	0	97
O=S(=O)(c1cc(F)ccc1F)N1CCC2(CC1)OCCN2S(=O)(=O)c1ccccc1	/	/	4.6	-17	-2	3.4	/	/	/
COc1ccccc1N(CC(=O)NC1CCCCC1)S(=O)(=O)c1ccccc1	15	3	-0.8	-3	-12	-2.2	17	-1	105
CN(C(=O)COC(=O)c1ccc([N+](=O)[O-])cc1Cl)C1CCCCC1	-3	-10	-0.6	-13	-3	-2.7	3	-8	88
CC(=O)N(C)c1nc(N)n(-c2ccccc2)n1	-6	-3	0.2	2	-1	0.8	18	2	100
O=C(OCc1c(-c2ccccc2)ncc2ccccc12)c1ccccc1C(F)(F)F	/	/	-0.8	0	-6	-1.3	/	/	/
Cc1cccn2c(CNCC(C)Oc3cccnc3)c(C(=O)N3CCOCC3)nc12 (configuration not stated)	6	-1	-0.4	8	-9	0.2	/	-8	105
COC(=O)c1c(NC(=O)CN(c2ccc(C)c(C)c2)S(C)(=O)=O)sc2c1CCCC2	-9	2	1.9	-7	-1	0.2	33	-1	101
COc1ccc(CCNC(=O)COc2ccc(S(=O)(=O)NC3CCCCC3)cc2Cl)cc1OC	4	9	4.3	-9	-3	6.3	10	3	120
Cc1ccc(NC(=O)C2(c3ccccc3)CCOCC2)cc1	-3	-9	-0.2	-18	-5	-2.1	5	2	92
C=CCn1c(C)nnc1SCC(=O)NC1CCCCC1	-7	9	0.7	-10	-3	-0.4	9	-9	113
CC(C)=Cc1oc2ccc([N+](=O)[O-])cc2c1N1CCOCC1	1	-9	0.9	-7	5	-0.8	-4	2	84
O=C(c1ccco1)N1CCN(S(=O)(=O)c2ccc(S(=O)(=O)NC3CCCC3)cc2)CC1	12	0	4.4	-5	-3	3.6	-3	4	95
CCOc1cc(C2C(C#N)=C(N)Oc3n[nH]c(-c4ccccc4)c32)ccc1O (configuration not stated)	-6	8	-1.1	-10	1	-0.4	13	13	113
O=C(Nc1cccc(Cl)c1)c1nc[nH]c1C(=O)NCCN(CCNC(=O)c1[nH]cnc1C(=O)Nc1cccc(Cl)c1)CCNC(=O)c1[nH]cnc1C(=O)Nc1cccc(Cl)c1	/	/	1.1	-1	0	1.8	/	/	/
c1cncc(CNc2ncnc3ccc(-c4ccc5c(c4)OCO5)cc23)c1	/	/	-1.9	-2	-4	-1.8	/	/	/
CCCCOC(=O)Nc1ccccc1C(=O)N1CCCC1	-8	-1	1.6	-4	-8	-2.2	39	-4	95
CCOC(=O)c1c(C)[nH]c(C(=O)OCC(=O)Nc2sccc2C(N)=O)c1C	/	/	7.5	-20	-2	6.1	/	/	/
CC[C@]12c3[nH]c4ccccc4c3CCN1C(=O)C(CC(=O)NCC13CC4CC(CC(C4)C1)C3)C[C@@H]2C(=O)N1CCN(C(=O)C2CC2)CC1 (some centres not stated)	/	/	-0.5	-3	-8	-1.7	/	/	/
CCOC(=O)c1ccc(NC(=O)c2nc(S(=O)(=O)Cc3ccccc3)ncc2Cl)cc1	22	2	-0.1	-6	-7	-2.1	10	-90	104
C[C@@H]1CN([C@@H](C)CO)C(=O)c2cc(NS(=O)(=O)c3cccs3)ccc2O[C@H]1CN(C)Cc1ccc(C(F)(F)F)cc1	/	/	0.1	-5	-4	3.0	/	/	/
CC(=O)c1c(C)[nH]c(C(=O)COC(=O)c2cccc(S(=O)(=O)N(C)c3ccccc3)c2)c1C	-9	-1	8.3	-8	79*	11	22	1	102
CCOC(=O)C1=C(N)OC2=C(C(=O)CC(C)(C)C2)C1c1ccc(CC)s1 (configuration not stated)	-12	-15	-0.1	-6	-1	-2.5	4	4	41*[inhibitor]
Cc1nc(CNC(=O)c2cc(COc3ccc(F)cc3Cl)on2)cs1	-4	6	2.0	-3	-7	2.9	-20	3	99
CCc1ccc2c(CN(CC)Cc3nc4ccccc4c(=O)[nH]3)cc(=O)oc2c1	-6	2	0.8	-14	-4	-2.3	24	1	101

More structures
canonical_smiles	GPR7 antagonist	MEKK2mut PB1 HTS	V1R ag counter	OXTR potentiator	GalR3 antag	OXTR ag	NALP1 inh	M18AAP inhibitor	MEKK2 WT-MEK5
CSc1ccc(C2c3[nH]c4ccccc4c3CCN2C(=O)c2cc(C)n(C)n2)cc1 (configuration not stated)	4	-2	-0.6	-13	/	-0.8	10	-3	93
Cc1ccccc1C(=O)Oc1ccc(Sc2ccc(O)cc2)cc1	-17	-32	0.1	-14	-5	-0.8	13	-8	73
C=CCC1c2cccc(C(=O)OC)c2C(=O)N1c1ccccc1 (configuration not stated)	6	1	-1.9	-13	-5	-2.3	4	-19	100
COc1cccc(-c2cc(C(=O)NCc3cccs3)no2)c1	2	-7	-0.8	-9	-6	-2.1	/	1	93
O=C(CC1Sc2ncnn2C1=O)Nc1ccccc1 (configuration not stated)	-8	11	1.9	-6	-6	0.6	15	-13	109
CCOC(=O)N1CCN(C(=O)CN(c2ccc(OC)cc2)S(C)(=O)=O)CC1	-5	3	1.6	2	-5	0.0	15	-1	102
COc1cccc(OC)c1C(=O)Nc1nnc(C(C)C)s1	-8	2	0.1	-2	-10	0.1	12	-1	101
O=C1COc2ccc3ccccc3c21	-12	5	-0.4	-5	-10	-0.5	16	0	102
C=C(C)CNC(=O)c1ccc(OC2CCN(S(=O)(=O)N(C)C)CC2)cc1	-1	2	1.9	-18	-7	0.7	1	-2	108
CSc1ncccc1C(=O)Nc1ccc2c(c1)OCO2	/	/	-0.1	-5	-6	-0.3	/	/	/
COc1cc(F)c(C(=O)NC(C)(C)CO)cc1OC	/	-4	0.7	-12	-6	0.2	/	/	100
CC(C)n1c(N2CCN(C(=O)NCc3ccccc3)CC2)nc2ccccc21	5	0	-0.2	-5	-6	-2.0	-3	6	102
COc1ccc(S(=O)(=O)NCC2CCCN(C(=O)c3cccnc3C)C2)cc1 (configuration not stated)	-4	-9	0.2	0	6	-0.3	-15	-2	90
Cc1ccc(/C=C/C(=O)Nc2cccc3cccnc23)o1	-9	-1	2.1	-1	-4	0.7	7	6	98
Cc1ccc(N2C(=O)c3ccccc3C2=O)cc1C	4	-3	-1.8	-8	1	-2.1	-4	-9	92
COC(=O)[C@H](CCSC)NC(=O)Cn1ccc(NC(=O)OCc2ccccc2)nc1=O	/	/	1.0	0	-1	1.5	/	/	/
COC(=O)c1cccc(NC(=S)NC(C)C)c1	-11	3	0.3	-9	7	-0.6	14	10	101
